CBFb-RUNX1 inh: qHTS Assay for Compounds Blocking the Interaction Between CBF-beta and RUNX1 for the Treatment of Acute Myeloid Leukemia. Runt-related transcription factor 1 (Homo sapiens) + Core-binding factor subunit beta …. AlphaScreen CBFb-His/RUNX1-biotin binding, biochemical. Potency, µM (highest dose often 59.8 µM), for inactives: at the highest dose activity, negative = inhibition, hits mostly inhibitors. 230,000 tested, under 10 active; note: % of control where 0% means no effect
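AlphaScreen binding: CBFb-His and RUNX1-biotin (30 nM each) preincubated 20 min, compound added for 15 min, then nickel and streptavidin beads for 90 min, all at room temperature. Disruption of the interaction by any mechanism counts as activity.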
HttQ103 aggreg: qHTS Multiplex Assay to Identify Dual Action Probes in a Cell Model of Huntington: Aggregate Formation (GFP); PC12 HttQ103-GFP aggregates, Acumen cytometry, 40 h; Potency, µM (doses to about 46.1 µM), for the others: at the top dose activity change, negative = inhibition, most hits filed as inhibitors; 220,000 tested, 1.1% active; AID 1688, 2009; note: potency is the fitted concentration of half-maximal effect; % is set by controls: 0 for no effect and ±100 for the full control effect; nearly all actives have a fitted effect of over 60% in size
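Huntingtin Q103 exon 1–GFP aggregates in induced PC12 cells (100 nM tebufenozide) were quantified by cytometry from lysates, with compounds dosed in titration.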
Epigenetic reg: Quantitative High-Throughput Screen for Regulators of Epigenetic Control; Potency, µM (doses to about 53.9 µM), for inactives: at the highest dose GFP activation, most hits filed as activators; 280,000 tested, 0.2% active; murine LDR cells, GFP reporter derepression, 30 h; AID 1865, 2009; note: potency is the fitted concentration of half-maximal effect; % of control where 0% means no effect; nearly all actives have a fitted effect of over 60% in size
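Derepression of a silenced CMV-GFP reporter in murine LDR cells is scored by enumerating GFP-positive cells with a laser-scanning microplate cytometer after 30 hours of treatment at 37 C.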
KinaseGlo FLuc: Counterscreen for Luciferase (Kinase-Glo TM) Inhibition; Potency, µM (highest dose often 38.3 µM), without a hit: top-dose activity change, negative = inhibition, usual class: inhibitors; Kinase-Glo luciferase, ATP luminescence, 8 min; 200,000 tested, 0.28% active; AID 1379, 2008; Luciferin 4-monooxygenase (Photuris pensylvanica), Q27757; note: potency is the fitted concentration of half-maximal effect; % is set by controls: 0 for no effect and ±100 for the full control effect; nearly all actives have a fitted effect of over 60% in size
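Light output from Kinase-Glo luciferase with luciferin and 10 uM ATP in 50 mM imidazole pH 7.2, KCl, MgCl2, Tween 20, BSA; compound pin-delivered, 8-min ambient incubation, then luminescence read.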
NPSR antagonist: qHTS Assay for Antagonists of the Neuropeptide S Receptor: cAMP Signal Transduction | 220,000 tested, 1% active | Potency, µM (doses to about 38.3 µM), for inactives: at the highest dose activity change, negative = inhibition, most hits filed as inhibitors | CHO-NPSR cells, cAMP TR-FRET, antagonist mode; note: potency is the fitted concentration of half-maximal effect; % is set by controls: 0 for no effect and ±100 for the full control effect; nearly all actives have a fitted effect of over 50% in size; many of its hits are not listed in these tables
IMPase Li inh: qHTS Assay for Identifying the Cell-Membrane Permeable IMPase Inhibitors: Potentiation with Lithium. Potency, µM (top dose mostly 59.4 µM), for inactives: top-dose activity, negative = IMPase inhibition, most hits filed as inhibitors. AID 1457, 2008. 210,000 tested, 0.35% active. CHO-M1 cells, IP1 TR-FRET (IP-One), carbachol + lithium;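 note: IP1 builds up when IMPase is blocked and the TR-FRET signal falls; potency is the fitted concentration of half-maximal effect; plate controls were basal vehicle for no effect and high inhibitor control for full effect; nearly all actives have a fitted effect of over 50% in size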
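Readout is a homogeneous TR-FRET IP1 immunoassay (Ex 320, Em 665 and 620), where raised cytosolic IP1 lowers signal. Cells were CHO-M1 treated 30 min at 37C with test compounds plus a little lithium; AC50 values came from Hill-equation fitting.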
L3MBTL1 inh: qHTS Assay for the Inhibitors of L3MBTL1 | 230,000 tested, 0.66% active | AID 485360, 2010 | Potency, µM (series often up to 57.1 µM), inactives show at the highest dose activity, negative = inhibition, most hits filed as inhibitors | AlphaScreen L3MBTL1–H3K9me1 peptide binding | Lethal(3)malignant brain tumor-like protein 1 (Homo sapiens), Q9Y468; note: potency is the fitted concentration of half-maximal effect; % is set by controls: 0 for no effect and ±100 for the full control effect; nearly all actives have a fitted effect of over 60% in size
Target sequence (Q9Y468 whole entry, looked up): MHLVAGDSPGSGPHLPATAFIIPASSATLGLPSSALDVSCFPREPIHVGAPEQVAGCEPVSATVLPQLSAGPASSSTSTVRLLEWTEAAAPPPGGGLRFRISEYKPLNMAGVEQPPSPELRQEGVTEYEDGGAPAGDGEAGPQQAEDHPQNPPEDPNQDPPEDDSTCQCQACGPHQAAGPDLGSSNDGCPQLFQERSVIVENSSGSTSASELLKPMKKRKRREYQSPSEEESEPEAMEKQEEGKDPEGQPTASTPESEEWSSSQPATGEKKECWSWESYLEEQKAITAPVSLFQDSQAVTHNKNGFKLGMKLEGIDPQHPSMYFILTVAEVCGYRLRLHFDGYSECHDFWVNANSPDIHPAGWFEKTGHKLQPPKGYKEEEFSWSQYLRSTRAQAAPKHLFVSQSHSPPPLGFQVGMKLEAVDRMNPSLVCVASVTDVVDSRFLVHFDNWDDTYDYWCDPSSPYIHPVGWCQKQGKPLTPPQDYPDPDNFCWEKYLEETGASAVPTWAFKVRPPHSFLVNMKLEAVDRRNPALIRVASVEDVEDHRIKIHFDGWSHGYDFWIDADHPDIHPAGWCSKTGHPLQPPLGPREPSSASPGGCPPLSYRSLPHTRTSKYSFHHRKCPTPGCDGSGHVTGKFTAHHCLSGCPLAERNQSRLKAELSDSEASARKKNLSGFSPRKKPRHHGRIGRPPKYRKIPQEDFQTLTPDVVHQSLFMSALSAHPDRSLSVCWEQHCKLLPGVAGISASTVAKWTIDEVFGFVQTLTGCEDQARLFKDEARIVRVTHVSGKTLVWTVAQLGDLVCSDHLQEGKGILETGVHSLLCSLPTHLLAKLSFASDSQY
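L3MBTL1 (50 nM) pre-complexed 30 min with biotinylated H3(1-15)K9me1 peptide (75 nM), then compounds added for 30 min at room temperature; AlphaScreen streptavidin donor/nickel chelate acceptor beads (10 ug/mL final) read after 30 min dark incubation.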
Active calls of the source: *; ? = inconclusive; . = not tested or not shown; [ ] = dose if it differs, or a comment. Calls come from the whole dose curve; as a rule, active = well fitted curve in the direction sought with a large enough effect; inconclusive = small, poorly fitted or top-dose-only effect, or another doubt; inactive = no such curve, though single readings can be large; an effect the other way counts as inactive or inconclusive. Some of the compounds tested (hit frequency here may not be typical).

item | structure | CBFb-RUNX1 inh | HttQ103 aggreg | Epigenetic reg | KinaseGlo FLuc | NPSR antagonist | IMPase Li inh | L3MBTL1 inh
1 | COc1cccc(Nc2ncnc3c2cnn3-c2cccc(C)c2)c1 | 15% | -21% | -0.1% | -2% | ? | -27%[38.3 µM] | 0%
2 | Cc1ccc(OCCCN2CCOCC2)c([N+](=O)[O-])c1 | -4% | -5% | -1.9% | 5% | 11% | -3% | 2%
3 | CCc1nc2ccccc2c(C(=O)OCc2nnc(-c3ccccc3)o2)c1C | 9% | 2% | -1.7% | -2% | -18%[46.1 µM] | 21%[38.3 µM] | .
4 | O=S(=O)(c1cccc2nonc12)N1CCCCCC1 | 6% | -4% | 6.6% | . | -4% | . | 4%
5 | CSc1nc2sc(-c3ccccc3)cc2c(=O)n1N | -4% | -1% | 0.0% | ? | -3%[46.1 µM] | 4%[38.3 µM] | 0%
6 | CCn1c(=O)c(C(=O)Nc2ccccc2S(N)(=O)=O)c(O)c2ccccc21 | -5% | 4%[9.22 µM] | 0.8% | -1% | -4%[46.1 µM] | 3%[38.3 µM] | 11%
7 | CCN(CC)S(=O)(=O)c1ccc(OC)c(NC(=O)c2cccc(C)c2[N+](=O)[O-])c1 | 2% | -3% | -0.4% | 2% | -23% | 4% | -2%
8 | Cc1ccccc1Cn1cc(NC(=O)c2cc(-c3cccs3)on2)cn1 | 2% | -5% | 3.4% | 0% | -9%[46.1 µM] | ? | 3%
9 | CCOc1cccc(CN2CCN(c3cccc(C(F)(F)F)c3)CC2)c1O | 5% | -8% | -2.0% | -1% | 10µM* | 39%[38.3 µM] | -7%
10 | COC(=O)CN1C2(C#N)CCCCC2CC2CCCCC21C#N (stereo unspecified) | 7% | -15% | 0.1% | 1% | -8%[46.1 µM] | 16%[38.3 µM] | .
11 | Cc1ccccc1CSCCNC(=O)Nc1ccccc1 | 6% | ? | 0.9% | -1% | -39% | 3% | 3%[11.4 µM]
12 | COc1cccc(N2CCN(c3ncnc4c3[nH]c3ccc(F)cc34)CC2C)c1 (stereo unspecified) | ? | 6.3µM* | 3.1% | -3% | 2.5µM* | 32%[activator][38.3 µM] | -21%
13 | O=S1(=O)CC(O)C(NCc2cccnc2)C1 (stereo unspecified) | 6% | -15% | 0.0% | -4% | -4%[46.1 µM] | -2%[38.3 µM] | .
14 | Cc1[nH]n(CCC#N)c(=O)c1CC(=O)N1CCN(c2ccccc2)CC1 | 2% | 15% | 0.5% | -4% | -8%[46.1 µM] | -3%[38.3 µM] | 1%
15 | O=C(Cc1ccccc1)Nc1cccnc1 | 10% | 18% | -3.8% | -1% | 9% | -10% | 7%
16 | CCC(Sc1nncn1C)C(=O)Nc1cc(C)on1 (stereo unspecified) | 5% | -11%[9.22 µM] | -4.3% | 6% | -2% | -10% | -2%
17 | Nc1nncn1C(=O)CCCOc1ccc(Cl)cc1Cl | 4% | 9% | -2.4% | -2% | -9%[46.1 µM] | -9%[38.3 µM] | 3%
18 | Cn1c(Cn2cnc([N+](=O)[O-])n2)nnc1SCC(=O)Nc1cccc(Cl)c1 | -6% | -5% | 4.9% | 4% | 20% | 8% | 2%
19 | CCCCNC(=O)CSc1nnc(-c2c[nH]c3ccccc23)n1CC1CCCO1 (stereo unspecified) | -1% | ? | -4.7% | 22% | -11%[46.1 µM] | 32%[38.3 µM] | .
20 | Cn1cc(Cl)c(-c2n[nH]c(=S)n2-c2ccc(F)cc2)n1 | 0% | 13% | 1.1% | 2% | -9% | ? | 8%
21 | O=C(CCNS(=O)(=O)c1cccc2nsnc12)N1CCc2ccccc21 | -2% | -1%[9.22 µM] | -1.5% | 6% | -9%[46.1 µM] | -11%[38.3 µM] | .
22 | O=C(CSc1nnc(Cc2ccccc2)n1-c1ccccc1)NNC(=O)Cc1ccccc1 | 5% | -14% | -0.9% | 2% | -3%[46.1 µM] | 1% | 6%
23 | N#Cc1cc2c(nc1SCC(=O)Nc1sc3c(c1C#N)CCC3)CCCCC2 | 8% | 9% | 0.0% | 3% | ? | -11% | -4%
24 | CN(C)c1ccc(C(CC(=O)c2ccccc2)C2CCCCC2=O)cc1 (stereo unspecified) | 1% | -2% | 0.0% | 5% | -11% | 4% | 0%
25 | C#CCOCCOCCOCCNc1nc(N2CCOCC2)nc(N2CCN(C(=O)[C@H](C)n3cc(CCCN=C(N)N)nn3)CC2)n1 | 3%[2.36 µM] | 3% | 4.5% | -2% | 9% | 10% | 2%
26 | O=S(=O)(c1ccc(F)cc1)N(CCO)CC(O)Cn1c2ccccc2c2ccccc21 (stereo unspecified) | 4% | 12% | 0.0% | 2% | -16%[46.1 µM] | 23%[38.3 µM] | 19%[11.4 µM]
27 | CCOC(=O)Cc1cc(=O)[nH]c(/N=C(\N)Nc2ccc(C)cc2C)n1 | -2% | 6%[9.22 µM] | -9.3% | -1% | -15%[46.1 µM] | -12%[38.3 µM] | .
28 | CCOc1ccc(C(=O)CC(Sc2ccc(C)cc2)C(=O)O)cc1 (stereo unspecified) | 0% | ? | 2.1% | 0% | -29% | 7% | 9%
29 | COc1ccc(N2CCN(Cc3nc4c(c(=O)n(C)c(=O)n4C)n3Cc3cccc(C)c3)CC2)cc1 | 5% | 8% | -2.8% | -2% | -21%[46.1 µM] | 25%[38.3 µM] | -5%
30 | O=C(/C=C/c1ccccc1)NC1CCCc2ccccc21 (stereo unspecified) | 10% | 8% | 12% | -5% | -23% | 5% | .
31 | O=C(N/N=C/C=C/c1ccccc1)c1ccccn1 | -20% | 9%[9.22 µM] | -2.2% | . | 44% | . | ?
32 | O=c1[nH]c2ccccc2cc1-c1noc(-c2cccnc2)n1 | 5% | 7% | -1.0% | -1% | 6%[46.1 µM] | 9%[38.3 µM] | 2%
33 | CCC1=C(OC(=O)N(CC)CC)N2C(=O)OC(=NCCOC)[C@]2(C)[C@H]2C1=CC[C@H]1C(=O)NC(=O)[C@H]12 | 14% | . | 0.2% | -3% | . | -3% | .
34 | CCn1c(CSc2nc3ccccc3[nH]2)nc2cc(C(=O)O)ccc21 | 0% | -1% | -7.0% | -4% | -9%[46.1 µM] | 24%[38.3 µM] | .
35 | COc1ccc(/C=N/NC(=O)c2nn(-c3ccccc3)c(=O)c3c(N)scc23)cc1 | ? | 4% | -0.4% | -1% | -14%[46.1 µM] | -3%[38.3 µM] | ?
36 | Cc1nc2ccccc2n(CC(=O)Nc2cc(Cl)cc(Cl)c2)c1=O | ? | -15% | -7.0% | -2% | -27% | 1% | .
37 | Cc1ccc(S(=O)(=O)CCc2nnc(NC(=O)c3ccco3)s2)cc1 | -4% | 25% | 1.1% | 2% | 3% | 3% | 21%
38 | COc1ccc(C2C(C(=O)NCC3CCCO3)CCC(=O)N2c2ccc3c(c2)OCO3)cc1 (stereo unspecified) | 1% | -9% | -1.0% | 2% | 1%[46.1 µM] | -13%[38.3 µM] | .
39 | COc1ccc(SC[C@H](CC(C)C)N2CCN(CCc3ccccc3)CCC2=O)cc1 | 2% | -1%[9.22 µM] | -2.3% | . | -29% | . | .
40 | C#CCCCCCCCCCCCC(O)CC(O)CO (stereo unspecified) | 10% | . | 1.3% | -5% | . | 17% | .
41 | O=C(NCc1ccco1)/C(=C\c1ccco1)NC(=O)c1cccs1 | 1% | 11%[9.22 µM] | ? | 2% | 2% | 2% | -18%
42 | COc1ccccc1Oc1c(C)oc2c(CN3CCOCC3)c(O)ccc2c1=O | 5% | 6%[9.22 µM] | 0.1% | . | 8% | . | -2%
43 | O=C(Nc1cccc(C(F)(F)F)c1)C1(c2ccccc2)CC1 | 11% | -6% | 0.0% | 2% | 3% | 1% | 12%
44 | Cc1cccc(CNc2ncnc3ccc(-c4ccc(C(=O)N(C)C)cc4)cc23)c1 | . | . | 9.1% | -5% | . | 24% | .
45 | CCOc1ccccc1NC(C)C(=O)Nc1cc(C(F)(F)F)ccc1N1CCOCC1 (stereo unspecified) | 3% | -31% | 0.0% | 1% | -29%[46.1 µM] | 11% | -12%
46 | Cc1cc(C(=O)Nc2cc(C(C)(C)C)on2)c(C)o1 | 10% | -11%[9.22 µM] | 0.0% | . | 21% | . | 2%

Screening data: PubChem BioAssay, National Center for Advancing Translational Sciences (NCATS)
